SRC1 TRFRET art: TR-FRET artefact, counter-screen to PPARgamma/SRC-1 agonist assay | TR-FRET ratio at 8 µM | TR-FRET detection artefact counter-screen, emission ratio; hits give high values | AID 1051 | 0.34% of 99,000 active; in the data active means TR-FRET ratio above about 2300; further: inactives centre near 1800; reference of the scale not given here
SRC3 TRFRET art: TR-FRET artefact, counter-screen to PPARgamma/SRC-3 agonist assay; PPARgamma/SRC-3 format; hits give high values; TR-FRET ratio at 8 µM; 0.39% of 99,000 active; AID 1048; in the data active means TR-FRET ratio above about 2000; further: inactives centre near 1600; reference of the scale not given here
Numbers without * were called inactive. Not all compounds are listed. The share of hits here may be higher or lower than overall.

Results for CC(=O)OCC1=C(C(=O)O)N2C(=O)C(NC(=O)C(C)Cn3cc(Cl)cn3)C2SC1 (centres undefined) ?
SRC1 TRFRET art: 1703; SRC3 TRFRET art: 1718

What do the screens show for `O=C(C(=O)N1CCN(c2ccc(F)cc2)CC1)N1CCCCC1`?
SRC1 TRFRET art: 1866; SRC3 TRFRET art: 1517

How did O=C(N/N=C1/CCS(=O)(=O)c2ccc(F)cc21)c1cccnc1 do in these assays?
SRC1 TRFRET art: 1693; SRC3 TRFRET art: 1469

What do the screens show for `O=C(Nc1ccc(F)cc1)Nc1ccccc1NS(=O)(=O)c1cccs1`?
SRC1 TRFRET art: 1847; SRC3 TRFRET art: 1563

What do the screens show for `Cc1nn(CC(=O)NCCc2ccccc2)c(C)c1[N+](=O)[O-]`?
SRC1 TRFRET art: 1688; SRC3 TRFRET art: 1343

Results for CC(C1CC1)N(Cc1ccccc1)C(=S)Nc1ccccc1 (centres undefined) ?
SRC1 TRFRET art: 1727; SRC3 TRFRET art: 1668

Results for Cc1ccccc1NC(=S)NCCO ?
SRC1 TRFRET art: 1619; SRC3 TRFRET art: 1569

Results for CC(OC(=O)/C=C/c1ccco1)C(=O)Nc1cccc([N+](=O)[O-])c1 (centres undefined) ?
SRC1 TRFRET art: 2130; SRC3 TRFRET art: 1928

How did COc1ccc2c(CC(=O)OCC(=O)Nc3sc4c(c3C#N)CCC(C)C4)coc2c1 (centres undefined) do in these assays?
SRC1 TRFRET art: 1826; SRC3 TRFRET art: 1547

Results for COc1ccc(NC(=O)c2ccc(S(=O)(=O)N(C)C)cc2)cc1OC ?
SRC1 TRFRET art: 1758; SRC3 TRFRET art: 1551

Results for CCCc1n(CC(O)COCc2ccccc2)c2ccccc2[n+]1C (centres undefined) ?
SRC1 TRFRET art: 1803; SRC3 TRFRET art: 1484

Results for O=C(COC(=O)c1ccccc1C(=O)c1ccc(Cl)c([N+](=O)[O-])c1)NC1CC1 ?
SRC1 TRFRET art: 1622; SRC3 TRFRET art: 1250

What do the screens show for `O=C(Nc1sc2c(c1C(=O)O)CCCCC2)c1ccccc1F`?
SRC1 TRFRET art: 1813; SRC3 TRFRET art: 1258

Results for CCC(=O)NC(=S)Nc1ccc(S(=O)(=O)N2CCN(C)CC2)cc1 ?
SRC1 TRFRET art: 1782; SRC3 TRFRET art: 1431

How did COc1ccc(-c2cc(C#N)nc(N3CCN(C)CC3)n2)cc1 do in these assays?
SRC1 TRFRET art: 1809; SRC3 TRFRET art: 1609

What do the screens show for `NC(=O)CSc1nnc(Cn2c(=O)sc3ccccc32)n1-c1ccccc1`?
SRC1 TRFRET art: 1633; SRC3 TRFRET art: 1716

Results for Cc1ccsc1-c1nc(C(N)=O)c2[nH]c(=O)n(-c3ccc(Cl)cc3)c2n1 ?
SRC1 TRFRET art: 1667; SRC3 TRFRET art: 1472

Results for COc1ccc(CN2CCC(C(=O)N3CCCC(C)C3)CC2)cc1OC (centres undefined) ?
SRC1 TRFRET art: 1603; SRC3 TRFRET art: 1597

Results for Cc1cc(C(F)(F)F)nc(-n2cc(-c3cccc(N)c3)nn2)n1 ?
SRC1 TRFRET art: 1975; SRC3 TRFRET art: 1803

Results for Cc1sc2nc(-c3ccccn3)[nH]c(=O)c2c1-c1ccccc1 ?
SRC1 TRFRET art: 2090; SRC3 TRFRET art: 1540

How did Cc1[nH]n(-c2ccccc2)c(=O)c1/C=N/N1C(=O)c2ccc3c4c(ccc(c24)C1=O)CC3 do in these assays?
SRC1 TRFRET art: 1884; SRC3 TRFRET art: 1600

What do the screens show for `Cc1cccn2c(=O)c3cc(C#N)c(=N)n(Cc4ccncc4)c3nc12`?
SRC1 TRFRET art: 2017; SRC3 TRFRET art: 1642

What do the screens show for `CN(c1ccccc1)S(=O)(=O)c1cccc(C(=O)Nc2nccs2)c1`?
SRC1 TRFRET art: 1510; SRC3 TRFRET art: 1542

Results for O=C(CCNC(=O)c1ccc([N+](=O)[O-])cc1)Nc1nccs1 ?
SRC1 TRFRET art: 1756; SRC3 TRFRET art: 1536

What do the screens show for `Cc1ccc(O)c(-c2cc(-c3cccc(Br)c3)n[nH]2)c1`?
SRC1 TRFRET art: 1918; SRC3 TRFRET art: 1532

Results for CC(=O)NC(=S)Nc1ccccc1N1CCCCC1 ?
SRC1 TRFRET art: 1748; SRC3 TRFRET art: 1686

How did CCCOc1ccc(NC(=O)C(=O)NCCCn2ccnc2)cc1 do in these assays?
SRC1 TRFRET art: 1902; SRC3 TRFRET art: 1536

What do the screens show for `O=C(CNC(=O)c1ccc(-c2ccccc2)cc1)OCc1c(F)cccc1Cl`?
SRC1 TRFRET art: 1335; SRC3 TRFRET art: 1395

Results for CC(=O)Nc1ccc(-c2csc(NC=C3C(=O)OC(C)(C)OC3=O)n2)cc1 ?
SRC1 TRFRET art: 1482; SRC3 TRFRET art: 1423

How did COc1ccc(CNC(=O)c2cc(-c3ccncc3)nc3c(C)cc(C)cc23)cc1OC do in these assays?
SRC1 TRFRET art: 1714; SRC3 TRFRET art: 1334

How did O=C(O)c1cc(Cl)c(Cl)cc1C(=O)Nc1cccc2ncccc12 do in these assays?
SRC1 TRFRET art: 1695; SRC3 TRFRET art: 1599

Results for O=S(=O)(c1ccc(N2CCCC2)nc1)N1CCCC1 ?
SRC1 TRFRET art: 1986; SRC3 TRFRET art: 1566

What do the screens show for `CC(=O)N1[C@H](Cc2ccccc2)C=C[C@]1(C)C(=O)NCCc1c[nH]c2ccccc12`?
SRC1 TRFRET art: 1946; SRC3 TRFRET art: 1466

Results for CC(C(=O)O)n1cc(Cl)cn1 (centres undefined) ?
SRC1 TRFRET art: 1868; SRC3 TRFRET art: 1533

How did CCOc1ccc(CCNC(=O)C2=C(C)C(=O)OC23CCC(C)CC3)cc1OCC (centres undefined) do in these assays?
SRC1 TRFRET art: 1962; SRC3 TRFRET art: 1620

What do the screens show for `CCOCCCNC(=O)Cn1nc(-c2ccccc2)ccc1=O`?
SRC1 TRFRET art: 1670; SRC3 TRFRET art: 1497

What do the screens show for `CC1(C(=O)O)C=CCN1C(=O)c1ccccc1` (centres undefined)?
SRC1 TRFRET art: 1558; SRC3 TRFRET art: 1420

How did CCOc1ccc(CNC(=O)c2ccco2)cc1 do in these assays?
SRC1 TRFRET art: 1418; SRC3 TRFRET art: 1530

Results for CCCCNc1nc(NC)nc(Cl)c1SC ?
SRC1 TRFRET art: 1717; SRC3 TRFRET art: 1608

How did O=C(NCCc1ccccc1)C1CCC(Cn2c(=O)c3ccccc3n(Cc3cccc(F)c3)c2=O)CC1 (centres undefined) do in these assays?
SRC1 TRFRET art: 1906; SRC3 TRFRET art: 1803

The closing 2 compounds of the section above lead into the next:
Results for CCCCNc1nc(NC)nc(Cl)c1SC ?
SRC1 TRFRET art: 1717; SRC3 TRFRET art: 1608

How did O=C(NCCc1ccccc1)C1CCC(Cn2c(=O)c3ccccc3n(Cc3cccc(F)c3)c2=O)CC1 (centres undefined) do in these assays?
SRC1 TRFRET art: 1906; SRC3 TRFRET art: 1803

Results for O=[N+]([O-])c1ccc(/C=C/c2ccc3ccccc3n2)cc1 ?
SRC1 TRFRET art: 1781; SRC3 TRFRET art: 1577

What do the screens show for `O=C(CNCc1ccncc1)Nc1cc(S(=O)(=O)N2CCCCC2)ccc1Cl`?
SRC1 TRFRET art: 1631; SRC3 TRFRET art: 1389

What do the screens show for `CCOC(=O)c1c(NC(C)=O)sc2c(OCC(O)CNC(C)(C)C)c(Br)ccc12` (centres undefined)?
SRC1 TRFRET art: 1686; SRC3 TRFRET art: 1604

What do the screens show for `COc1ccc(CNC(=O)CCSCc2cccc(Cl)c2)cc1`?
SRC1 TRFRET art: 1794; SRC3 TRFRET art: 1507

What do the screens show for `O=C(NCc1nc2ccccc2[nH]1)c1ccc(S(=O)(=O)N2CCCC2)cc1`?
SRC1 TRFRET art: 1971; SRC3 TRFRET art: 1370

Results for COc1ccc(-c2nnc(SCC(=O)NC3CCCc4ccccc43)n2N)cc1 (centres undefined) ?
SRC1 TRFRET art: 1592; SRC3 TRFRET art: 1597

How did Nc1sc2c(c1C(=O)NCCc1ccccc1)CCC2 do in these assays?
SRC1 TRFRET art: 1746; SRC3 TRFRET art: 1589

Results for O=C(Nc1ccccc1N1CCN(c2ccccc2)CC1)c1ccccc1 ?
SRC1 TRFRET art: 1772; SRC3 TRFRET art: 1539

Results for Cc1cc(C)nc(/N=C2\NC(=O)CC(C(=O)O)N2c2ccc(C)c(C)c2)n1 (centres undefined) ?
SRC1 TRFRET art: 1874; SRC3 TRFRET art: 1506

How did CCN1CC(=O)Nc2cc(S(=O)(=O)N3CCOCC3)ccc21 do in these assays?
SRC1 TRFRET art: 1664; SRC3 TRFRET art: 1524

Of the compounds above, 4 contain two or more sulfur atoms:
What do the screens show for `O=C(Nc1ccc(F)cc1)Nc1ccccc1NS(=O)(=O)c1cccs1`?
SRC1 TRFRET art: 1847; SRC3 TRFRET art: 1563

Results for CCC(=O)NC(=S)Nc1ccc(S(=O)(=O)N2CCN(C)CC2)cc1 ?
SRC1 TRFRET art: 1782; SRC3 TRFRET art: 1431

What do the screens show for `NC(=O)CSc1nnc(Cn2c(=O)sc3ccccc32)n1-c1ccccc1`?
SRC1 TRFRET art: 1633; SRC3 TRFRET art: 1716

What do the screens show for `CN(c1ccccc1)S(=O)(=O)c1cccc(C(=O)Nc2nccs2)c1`?
SRC1 TRFRET art: 1510; SRC3 TRFRET art: 1542

Continued.
What do the screens show for `COCCNC(=S)Nc1ccc2nc(N3CCCC3)cc(C)c2c1`?
SRC1 TRFRET art: 1851; SRC3 TRFRET art: 1671

How did CC(N=C1NC(C)(C)Cc2ccccc21)C(=O)O (centres undefined) do in these assays?
SRC1 TRFRET art: 1569; SRC3 TRFRET art: 1528

What do the screens show for `COc1ccccc1N1CCN(/N=C/C=C\c2ccccc2[N+](=O)[O-])CC1`?
SRC1 TRFRET art: 1906; SRC3 TRFRET art: 1799

What do the screens show for `Oc1c(Cl)cc(Cl)cc1C1=NNC(c2ccc(Cl)cc2)C1` (centres undefined)?
SRC1 TRFRET art: 1912; SRC3 TRFRET art: 1768

What do the screens show for `COc1ccc(-c2[nH]ncc2CN2CCN(Cc3cccs3)CC2)c(F)c1`?
SRC1 TRFRET art: 1612; SRC3 TRFRET art: 1778

Results for CC(C)(C)NC(=O)c1cccnc1Sc1ccccc1 ?
SRC1 TRFRET art: 1842; SRC3 TRFRET art: 1639

How did CC(=O)Nc1ccc(/C=C2/Sc3ccccc3C2=O)cc1 do in these assays?
SRC1 TRFRET art: 1967; SRC3 TRFRET art: 1733

What do the screens show for `CCCn1c(SCC(=O)c2ccc3c(c2)NC(=O)CO3)nc2ccccc21`?
SRC1 TRFRET art: 2060; SRC3 TRFRET art: 1705

What do the screens show for `O=C(Nc1ccccc1)N1N=C(c2ccc(F)cc2)CC1c1ccc(F)cc1` (centres undefined)?
SRC1 TRFRET art: 1680; SRC3 TRFRET art: 1480

What do the screens show for `C/C=C/c1ccc(OCCOCCOc2cccc3cccnc23)c(OC)c1`?
SRC1 TRFRET art: 1785; SRC3 TRFRET art: 1591

How did S=C(NCCc1ccccc1)N1CCc2ccccc2C1 do in these assays?
SRC1 TRFRET art: 1645; SRC3 TRFRET art: 1427

What do the screens show for `CCOC(=O)c1c(C)nc2c(c1-c1ccc(Cl)cc1)C(=O)CC(C)(C)C2`?
SRC1 TRFRET art: 1624; SRC3 TRFRET art: 1648

Results for C/C(CC(=O)Nc1ccc(F)cc1)=N\NC(=O)c1ccccn1 ?
SRC1 TRFRET art: 1658; SRC3 TRFRET art: 1476

What do the screens show for `O=C(N/N=C/c1ccc(Cl)c([N+](=O)[O-])c1)c1cnccn1`?
SRC1 TRFRET art: 1484; SRC3 TRFRET art: 1554

How did Cc1noc(NS(=O)(=O)c2ccc(N/C=C/C(=O)c3cccnc3)cc2)c1C do in these assays?
SRC1 TRFRET art: 1602; SRC3 TRFRET art: 1683

How did O=C(Nc1ccccc1C(=O)N1CCOCC1)c1ccc(Cl)cc1 do in these assays?
SRC1 TRFRET art: 2048; SRC3 TRFRET art: 1676

What do the screens show for `CC1NC(=O)N(C)[C@@H]2NC(=O)N(C)C(c3ccc([N+](=O)[O-])cc3)[C@@H]12` (some centres undefined)?
SRC1 TRFRET art: 1589; SRC3 TRFRET art: 1250

How did COc1ccccc1-c1csc(NC(=O)c2ccc(N3C(=O)CCC3=O)cc2)n1 do in these assays?
SRC1 TRFRET art: 1668; SRC3 TRFRET art: 1552

Results for O=C(c1cc(F)c(F)cc1Cl)N1CCOCC1 ?
SRC1 TRFRET art: 1668; SRC3 TRFRET art: 1685

How did COc1ccc(OC2C(=O)N(c3ccc(C)c(C)c3)C2c2ccc(OC)c(OC)c2)cc1 (centres undefined) do in these assays?
SRC1 TRFRET art: 1534; SRC3 TRFRET art: 1575

Results for O=C(O)c1ccc(N2C(=O)c3ccc(C(=O)c4cccc([N+](=O)[O-])c4)cc3C2=O)cc1 ?
SRC1 TRFRET art: 1960; SRC3 TRFRET art: 1693

Results for O=C(NCc1cccc(CNC(=O)C(=O)NCC2CCCO2)c1)C(=O)NCC1CCCO1 (centres undefined) ?
SRC1 TRFRET art: 1915; SRC3 TRFRET art: 1593

What do the screens show for `CSc1ccc(CN(C)C(C)C(=O)NCc2ccccc2)cc1` (centres undefined)?
SRC1 TRFRET art: 1562; SRC3 TRFRET art: 1446

How did Cc1nc(NC(=O)C2CC2)sc1C do in these assays?
SRC1 TRFRET art: 1665; SRC3 TRFRET art: 1673

High-throughput results: PubChem, The Scripps Research Institute Molecular Screening Center
